SIAH1 antagonists: blockers of Siah-1 interaction with plectin peptide – biochemical, fluorescence polarization, rhodamine-plectin, uHTS, primary screen (AID 1817) | one-dose displacement, % at 20 µM; IC50 in µM for titrated hits | Siah-1 / rhodamine-plectin peptide fluorescence polarization; higher % means a stronger effect | 290,000 tested, 0.02% active;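 active = displacement of at least 50% at 20 µM, with a fluorescence ratio check between 0.3 and a set limit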;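 note: plate controls were Siah plus tracer with DMSO for no effect and tracer alone without Siah for full effect; strong numbers were not always called active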
P. falciparum M1AAP: malaria alanyl aminopeptidase activity blockers – biochemical, fluorogenic H-Leu-NHMec substrate, 1536-well (AID 1445) | recombinant M1AAP, H-Leu-NHMec fluorogenic kinetic assay; higher % means a stronger effect | inhibition, % at 30 µM; hits with a dose series show IC50 in µM | 220,000 tested, 0.42% active;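 active = primary inhibition above the hit cutoff, then over 50% inhibition at one or more dose response concentrations, cut at about 23% in these data, passing the limit was not always enough; inconclusive = conflicting primary data, or primary hits not chosen for dose response; inactive = low primary inhibition, or under 50% at every dose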;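 note: plate controls were DMSO full reaction for no effect and no enzyme background for full effect; strong numbers were not always called active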
LYP inhibition: inhibitors of LYP phosphatase, biochemical, fluorescence intensity, uHTS (AID 1779). recombinant LYP phosphatase, fluorescence intensity; higher % means a stronger effect. one-dose inhibition, % at 11.5 µM; IC50 in µM for titrated hits. 290,000 tested, 0.054% active;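 note: plate controls were vehicle with enzyme for no effect and no enzyme for full effect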
ER stress rescue: rescue of cells from ER stress-induced death, primary screen, 384-well, CSM14.1, thapsigargin, ATP luminescence (AID 1222) | CSM14.1 thapsigargin-induced death rescue, ATP luminescence; higher % means a stronger effect | cellular ATP content (survival), % at 20 µM; hits with a dose series show EC50 in µM | 190,000 tested, under 10 active;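 active = EC50 below 50 µM in the dose-response confirmation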;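 note: death triggered by thapsigargin at about 15 µM added after 2 h compound pretreatment; cell ATP read after overnight thapsigargin exposure of roughly 18 to 22 hours; normalized against plate controls of thapsigargin alone and 5% DMSO vehicle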
HEK293 NOD2/NF-kB: inhibition of NOD2-driven NF-kB reporter – cell-based, luminescence, uHTS, HEK293 (AID 1566); HEK293 NOD2/NF-kB luciferase reporter, luminescence; higher % means a stronger effect; inhibition, % at 4 µM; hits with a dose series show EC50 in µM; 290,000 tested, 0.63% active; note: many of its hits are not listed in these tables
AID2073: disruptors of CaV2.2 binding to Mint1 – biochemical, HTRF (AID 2073); inhibition, % at 20 µM, or IC50 in µM where a hit was titrated; 290,000 tested, 0.19% active; HTRF protein-protein interaction, Mint1-CaV2.2; higher % means a stronger effect; in the data active = inhibition mostly above about 51%, no sharp cut-off; inconclusive = no clear call, values can overlap the other calls; inactive = mostly below about 53%; note: some results filed as inactive read as strong as hits
Lipid droplet: hepatic lipid droplet formation modulation; AML12 mouse hepatocytes, oleate lipid droplets, BODIPY imaging; inhibition, % at 6.5 µM; 240,000 tested, 0.4% active;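 active = lipid droplet intensity inhibited by at least 50%, with more than 500 cells counted; inconclusive = wells with under 300 cells, treated as cytotoxic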
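Technique: fluorescence imaging, 20x objective, two fields per well / Assay system: AML12 hepatocytes (mouse) / Measure: % inhibition of lipid droplet signal / Doses: 6.5 µM single-point dosing / Incubation: overnight exposure / Reagent: 100 µM oleic acid challenge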
M17LAP inhibition: P. falciparum M17LAP inhibitors, primary screen, biochemical, fluorogenic H-Leu-NHMec substrate, 1536-well (AID 1619); recombinant M17LAP, H-Leu-NHMec fluorogenic kinetic assay; higher % means a stronger effect; inhibition, % at 30 µM, or IC50 in µM where a hit was titrated; 220,000 tested, 0.38% active;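 active = compound inhibiting the enzyme by more than half at any dose during confirmatory dose-response retesting; inconclusive = strong single-dose inhibitors picked by rank but not retested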;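 note: plate controls were full reaction with DMSO carrier for no effect and no enzyme background for full effect; strong numbers were not always called active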
XIAP displacement: small molecules displacing peptide from XIAP – biochemical, IAP family, fluorescence polarization (AID 1018). 200,000 tested, 0.007% active. displacement, % at 20 µM; hits with a dose series show IC50 in µM. XIAP BIR domain, fluorescence polarization peptide displacement; higher % means a stronger effect; in the data active = displacement above about 50%; note: a part of the inactive calls stands beside numbers as strong as those of hits
Lipid droplet cells 6.5 µM: recorded beside Lipid droplet, whose call it bears; cell count; measured here: cell count, cytotoxicity flag;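 cells counted across two imaged fields per well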
* marks the source's active call; other numbers are inactive results; ? = inconclusive; . = not tested or not shown. Cut-off read from the data, not from the text of the source, unless noted: active = inhibition above about 50%; inactive = the rest. A portion of the library, so the mix of outcomes need not match the whole.

SMILES | SIAH1 antagonists | P. falciparum M1AAP | LYP inhibition | ER stress rescue | HEK293 NOD2/NF-kB | AID2073 | Lipid droplet | Lipid droplet cells 6.5 µM | M17LAP inhibition | XIAP displacement
CC1(C)CC(=O)/C(=C(\O)c2ccccc2)C(=NCCO)C1 | 0% | 12% | -1% | 1.9% | -4% | 3% | . | . | 8% | -3.8%
N#CC1=C(N)OC2=C(C(=O)CCC2)C1c1ccncc1 (stereo unspecified) | -8% | 0% | -10% | 0.3% | -1% | 6% | . | . | -8% | -0.9%
CCOC(=O)CCc1c(C)c2ccc(OCc3cc([N+](=O)[O-])ccc3OC)cc2oc1=O | 0% | 2% | 6% | -2.0% | 19% | 2% | . | . | 1% | -4.9%
O=C(O)CCCC(=O)NCc1ccccn1 | -3% | -3% | -4% | -1.1% | 7% | 6% | 1 | 759 | -2% | -4.1%
CSc1ccc(CN(C)C(=O)CSCC(=O)Nc2cc(C)on2)cc1 | 3% | . | -21% | . | 7% | -4% | 0 | 827 | . | .
CCN=C1SC(CC(N)=O)C(=O)N1CC (stereo unspecified) | -3% | 0% | -12% | 0.0% | 12% | 29% | 13 | 684 | -1% | -9.5%
CC1CCCCC12NC(=O)N(Cn1nnc3ccccc3c1=O)C2=O (stereo unspecified) | 2% | 3% | -9% | 3.2% | 12% | 0% | . | . | 2% | -5.2%
Cc1ccc(-c2nnc(COC(=O)c3ccco3)o2)cc1 | -4% | . | -8% | . | 15% | 6% | -68 | 505 | . | .
COc1ccc(/C=N/Nc2nncc3ccccc23)c(OC)c1 | 0% | 9% | 4% | -2.9% | -58% | -8% | . | . | 15% | -2.5%
Cc1ccccc1CNc1ccc(C(CC(N)=O)NC(=O)c2ccc(Br)cc2)cc1[N+](=O)[O-] (stereo unspecified) | 0% | -2% | 1% | . | -9% | 11% | 0 | 717 | 1% | .
Cc1ccc(S(=O)(=O)Cn2cnnn2)cc1 | 4% | -4% | -9% | -1.6% | 8% | -1% | . | . | -1% | -4.0%
CC1Cc2ccccc2N1C(=O)CSc1nnc(C2CC2)n1C (stereo unspecified) | 0% | -5% | -1% | -1.3% | -5% | 0% | -19 | 738 | -4% | -7.0%
CC(C)[C@H](NC(N)=O)C(=O)NNC(=O)COc1cccc(C(F)(F)F)c1 | -2% | . | -1% | . | -18% | 12% | 10 | 671 | . | .
CN(NC1OC(=O)c2ccccc21)c1ccc(C(F)(F)F)cc1[N+](=O)[O-] (stereo unspecified) | -7% | 11% | -3% | . | -1% | 1% | 9 | 706 | 10% | .
CC1(C)C([N+](=O)[O-])C(c2ccc(F)cc2)NC(c2ccc(F)cc2)C1[N+](=O)[O-] (stereo unspecified) | -4% | 0% | -9% | . | 7% | -3% | -11 | 642 | -5% | .
CCCCCOc1ccc(C(=O)NCCC(=O)NCCCC(=O)OCC)cc1 | 8% | . | -4% | . | 28% | 11% | -5 | 755 | . | .
CC(=O)c1cccc(NC(=O)C(C)N2CCc3ccccc3C2)c1 (stereo unspecified) | 3% | 10% | -8% | . | 7% | 8% | 5 | 607 | -11% | .
COc1ccccc1/C=C\C=N\NC(=O)CCn1nnc2ccccc21 | -4% | 2% | -6% | -2.0% | 13% | 5% | -10 | 588 | 4% | -33%
CCC(=O)N(C)CCc1cc2c(c(OC)c1/C=N/Nc1ccc(C(=O)O)cc1)OCO2 | -4% | 3% | -2% | . | -14% | 6% | 16 | 704 | 8% | .
CCCCOCCCNC(=O)Cc1cccs1 | 0% | 4% | -2% | -2.0% | 9% | 8% | . | . | 7% | -4.1%
CN(C)N1C(N)=C(C#N)C(c2cccnc2)C2=C1CCCC2=O (stereo unspecified) | -1% | 11% | -6% | 0.3% | -2% | -5% | 7 | 599 | -11% | -3.5%
C=C[C@@](C)(O)CC[C@@H]1[C@@]2(C)CCCC(C)(C)[C@@H]2CC[C@@]1(C)O | -4% | -7% | -2% | -3.9% | -5% | -8% | 8 | 714 | -3% | 2.1%
N#Cc1cccc(NC(=O)CN2C(=O)NC(Cc3ccccc3)C2=O)c1 (stereo unspecified) | 12% | 1% | -7% | . | 12% | 8% | 11 | 689 | 1% | .
CCN1CCOC(CC(=O)Nc2ccc([N+](=O)[O-])cc2)C1=O (stereo unspecified) | -2% | 8% | -3% | . | 21% | 8% | -46 | 580 | 3% | .
COC(=O)c1ccccc1NC(=O)CSc1nnc(-c2cccc(NC(C)=O)c2)n1C | 0% | 22% | -1% | 3.7% | 6% | -3% | 3 | 779 | 16% | -2.9%
OC(COc1cccc2ccccc12)CN1CCN(c2ccccn2)CC1 (stereo unspecified) | -5% | -5% | -5% | -3.3% | 2% | -3% | . | . | 1% | -3.0%
Cc1cc(C)n2c(=O)c3ccc(Cl)cc3nc2c1C#N | -4% | -2% | -1% | -0.9% | -14% | 28% | 2 | 672 | -4% | -8.4%
CCC(C)N(C(=O)COC(=O)CSc1ccc([N+](=O)[O-])cc1)C1CCS(=O)(=O)C1 (stereo unspecified) | 4% | . | -7% | . | 0% | -14% | 18 | 682 | . | .
COc1ccc(/C=C2\SC(=O)N(CC(=O)Nc3cccc(C)c3)C2=O)cc1O | -5% | . | 3% | . | 2% | 7% | -5 | 832 | . | .
Cc1cc(C(=O)Nc2ccc(C(=O)O)cc2)c(C)o1 | -2% | . | -9% | . | 9% | 7% | -4 | 832 | . | .
N#Cc1ccccc1Cn1cc(/C=N/Nc2ccc([N+](=O)[O-])cn2)c2ccccc21 | -1% | 7% | 3% | -0.7% | -6% | 46% | 22 | 690 | 0% | 0.5%
Cc1ccc(C(=O)/C=C/Nc2ccccc2C(N)=O)o1 | 4% | -1% | 0% | -3.6% | -20% | 7% | 2 | 732 | 15% | -7.5%
Cc1ccccc1N1C(S)=C(C#N)C(=O)NC1c1ccco1 (stereo unspecified) | 1% | -1% | 0% | 0.3% | -2% | 66% | -1 | 675 | 13% | -6.9%
CCCn1c(SCc2cc(=O)[nH]c3ccccc23)nc2c1c(=O)n(C)c(=O)n2C | 4% | . | -3% | 1.0% | 1% | ? | . | . | . | -14%
CC(=O)c1cccc(NC(=O)CCS(=O)(=O)c2cccc3nonc23)c1 | 2% | -1% | -3% | -0.7% | -3% | 3% | 6 | 781 | 3% | -0.6%
COc1cc(NC(=O)COC(=O)c2cc(S(=O)(=O)N3CCCCC3)ccc2Cl)c(C)cc1[N+](=O)[O-] | -4% | 8% | 7% | -5.5% | 11% | 3% | 6 | 625 | 0% | -8.4%
CCOC(=O)Nc1ccc2c(CN(C)Cc3ccc(F)cc3)cc(=O)oc2c1 | 0% | . | -5% | . | 2% | 16% | -5 | 840 | . | .
COc1ccc(NC(=O)c2cc(S(=O)(=O)NCC3COc4ccccc4O3)ccc2F)cc1 (stereo unspecified) | 5% | 5% | -4% | -1.8% | -6% | 12% | -3 | 571 | 10% | -19%
Cc1cc(S(=O)(=O)N2CCCC2C(=O)N2CCOCC2)c(C)cc1Cl (stereo unspecified) | -2% | -1% | -14% | 1.1% | 1% | 21% | -7 | 765 | -8% | -3.2%
O=C(NC1CCN(Cc2ccccc2)CC1)c1ccc2c(c1)OCCCO2 | 3% | 5% | -6% | . | 11% | -9% | 0 | 757 | -1% | .
O=C(O)C1CCC(=O)N1C(=O)OCc1ccccc1 (stereo unspecified) | -2% | -9% | -8% | . | 17% | 12% | 10 | 795 | 6% | .
CCNc1nc(ON=C(C)C)nc(N(C)C)n1 | 1% | 3% | 2% | -0.7% | 11% | -6% | 2 | 748 | 11% | -3.3%
Cc1ccc(-n2c(C)nc3c(cnn3-c3ccc(C)c(C)c3)c2=O)cc1C | 1% | 2% | 5% | 1.7% | -26% | -5% | . | . | -4% | -2.8%
Cc1cc(=O)c(C(=O)O)cn1-c1ccc(C(C)C)cc1 | 2% | -1% | -2% | 1.4% | 6% | -7% | -4 | 691 | 12% | -3.7%
O=C(NCCCN=C1NS(=O)(=O)c2ccccc21)c1ccc(S(=O)(=O)N2CCOCC2)cc1 | 1% | 2% | -5% | -0.6% | 4% | -1% | 8 | 832 | -6% | -4.1%
O=C(C1CC1c1ccccc1)N1CCN(c2cccc(Cl)c2)CC1 (stereo unspecified) | -2% | 15% | -8% | -1.3% | 12% | -5% | . | . | -246% | -5.8%
Cc1onc(-c2ccccc2Cl)c1C(=O)Nc1nnc(-c2ccc(F)cc2)s1 | -3% | 6% | 0% | . | 7% | 19% | 3 | 598 | -11% | -4.5%
CCCc1ccc(S(=O)(=O)N/N=C(/C)c2ccc3c(c2)OCO3)cc1 | -4% | . | -6% | . | 30% | 0% | -3 | 788 | . | .
COc1ccc(NC(=O)c2cc(-c3cccnc3)nc3c(C)c(C)ccc23)c(OC)c1 | 4% | 4% | 6% | -2.3% | 8% | 9% | . | . | 1% | -3.5%
CC(C)CCN1C(=O)c2ccc(C(=O)Nc3c[nH]c(=O)[nH]c3=O)cc2C1=O | -2% | 2% | -8% | -1.5% | 7% | 44% | 3 | 698 | -7% | -6.1%
COc1ccc(N2CCCC2)c(NC(=O)c2ccc([N+](=O)[O-])o2)c1 | 11% | . | -6% | . | -17% | -18% | 19 | 739 | . | .
CC1Cc2ccccc2N1C(=O)C1CCCN1S(=O)(=O)c1ccc(Cl)cc1 (stereo unspecified) | 3% | 4% | -6% | -0.3% | -5% | -10% | . | . | 1% | -10%

3 of the compounds above, with each value named.
Cc1cc(=O)c(C(=O)O)cn1-c1ccc(C(C)C)cc1
  SIAH1 antagonists: 2%
  P. falciparum M1AAP: -1%
  LYP inhibition: -2%
  ER stress rescue: 1.4%
  HEK293 NOD2/NF-kB: 6%
  AID2073: -7%
  Lipid droplet: -4
  Lipid droplet cells 6.5 µM: 691
  M17LAP inhibition: 12%
  XIAP displacement: -3.7%

O=C(NCCCN=C1NS(=O)(=O)c2ccccc21)c1ccc(S(=O)(=O)N2CCOCC2)cc1
  SIAH1 antagonists: 1%
  P. falciparum M1AAP: 2%
  LYP inhibition: -5%
  ER stress rescue: -0.6%
  HEK293 NOD2/NF-kB: 4%
  AID2073: -1%
  Lipid droplet: 8
  Lipid droplet cells 6.5 µM: 832
  M17LAP inhibition: -6%
  XIAP displacement: -4.1%

O=C(C1CC1c1ccccc1)N1CCN(c2cccc(Cl)c2)CC1 (stereo unspecified)
  SIAH1 antagonists: -2%
  P. falciparum M1AAP: 15%
  LYP inhibition: -8%
  ER stress rescue: -1.3%
  HEK293 NOD2/NF-kB: 12%
  AID2073: -5%
  Lipid droplet: .
  Lipid droplet cells 6.5 µM: .
  M17LAP inhibition: -246%
  XIAP displacement: -5.8%
